Compound activity from PubChem.
TAAR1 antag: antagonists of human TAAR1. CHO RD-HGA16 TAAR1, Fluo-8 calcium fluorescence, antagonist. inhibition, % at 3 µM. hit rate 1.5% among 360,000;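 active = inhibition above a per-plate cutoff, the mean inhibition of test compounds on that plate plus 3 SD, cut at about 49% in these data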;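 note: 0% = DMSO plus EC80 beta-PEA response and 100% = DMSO alone without agonist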
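Material: CHO RD-HGA16 cells bearing hTAAR1; compound dosing: one-point dosing, 3 µM nominal final; schedule: dye loading 75 min at 37 °C, then 30 min room temperature; measured by: calcium fluorescence with Fluo-8; control set: vehicle and agonist controls; replication: n of 1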
M1 ag: activates human CHRM1 receptor. CHO-K1 hM1, Fluo-8 calcium fluorescence, agonist mode; 0% DMSO, 100% acetylcholine EC100. activation, % at 3 µM. hit rate 0.33% among 360,000;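 active = activation above the run's mean compound activation plus 3 SD, cut at about 16% in these data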;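 note: peak over basal fluorescence ratio within a 140 s kinetic read after compound addition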
CHO-K1 Ca antag: counter-screen for M1 antagonists: effect in parental CHO-K1 cells | hit rate 0.6% among 360,000 | inhibition, % at 3 µM | ATP-induced calcium, Fluo-8 fluorescence;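 active = inhibition above a per-plate cutoff, the plate's mean sample inhibition plus 3 SD, cut at about 24% in these data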;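 note: 0% = DMSO plus EC80 ATP and 100% = DMSO alone without ATP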
OXTR potentiate: potentiates the human oxytocin receptor response. CHO-OTR cells, Fluo-8 calcium fluorescence, potentiator mode; 0% = oxytocin EC15, 100% = EC100. AID 2445. activation, % at 3 µM. P30559. hit rate 0.061% among 320,000;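 active = activation above that plate's cutoff, the mean activation of tested compounds plus 3 SD, cut at about 6.6% in these data, passing the limit was not always enough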;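 note: 100% uses oxytocin at 75 nM as the full agonist control; some results filed as inactive read as strong as hits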
Target sequence (P30559 whole entry, looked up): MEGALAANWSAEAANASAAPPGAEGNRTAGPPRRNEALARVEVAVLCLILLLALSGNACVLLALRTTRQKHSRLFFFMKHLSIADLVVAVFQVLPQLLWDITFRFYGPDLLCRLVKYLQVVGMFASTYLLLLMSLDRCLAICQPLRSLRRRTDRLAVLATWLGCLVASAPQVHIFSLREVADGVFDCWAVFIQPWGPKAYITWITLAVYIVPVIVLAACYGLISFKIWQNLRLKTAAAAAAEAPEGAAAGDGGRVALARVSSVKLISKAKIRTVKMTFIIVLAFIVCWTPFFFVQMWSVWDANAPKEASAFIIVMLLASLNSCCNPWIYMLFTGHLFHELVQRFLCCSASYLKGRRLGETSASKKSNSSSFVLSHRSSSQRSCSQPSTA
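Replication – single well per compound, singlicate · Assay system – CHO cell line stably expressing human OTR · Timing – 6 min pre-incubation, 100 s read · Measure – normalized max/min fluorescence ratio, % activation · Doses – 3.0 µM, one dose · Detection – Fluo-8 calcium dye fluorescence · Probe or stimulus – oxytocin near EC15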
TAAR1 agonist: agonists of human TAAR1. Q96RJ0. CHO RD-HGA16 TAAR1, Fluo-8 calcium fluorescence; vehicle wells 0%, saturating PEA agonist 100%. activation, % at 3 µM. hit rate 0.99% among 360,000. AID 624467;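 active = activation above the mean activation of all test compounds in the run plus 3 SD, cut at about 38% in these data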
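System: CHO RD-HGA16 cells carrying human TAAR1 plus Gα16; Incubation: 17-24 h seeding, 75 min 37 °C dye, 30 min RT; Measured by: Fluo-8 fluorescence, 5 s baseline then 140 s kinetic read; Control set: DMSO and PEA EC100; Replication: single well for each compound.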
V1aR counter: activates human V1a receptor in oxytocin agonist counter-screen; CHO-V1R cells, Fluo-8 calcium fluorescence, agonist mode; 0% DMSO, 100% 3 nM vasopressin; activation, % at 3 µM; hit rate 0.25% among 320,000;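 active = activation above the mean activation of all tested compounds plus 3 SD, per screening run, cut at about 20% in these data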;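 note: signal is peak over basal fluorescence ratio across a 100 second FLIPR read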
Target sequence (P37288 whole entry, looked up): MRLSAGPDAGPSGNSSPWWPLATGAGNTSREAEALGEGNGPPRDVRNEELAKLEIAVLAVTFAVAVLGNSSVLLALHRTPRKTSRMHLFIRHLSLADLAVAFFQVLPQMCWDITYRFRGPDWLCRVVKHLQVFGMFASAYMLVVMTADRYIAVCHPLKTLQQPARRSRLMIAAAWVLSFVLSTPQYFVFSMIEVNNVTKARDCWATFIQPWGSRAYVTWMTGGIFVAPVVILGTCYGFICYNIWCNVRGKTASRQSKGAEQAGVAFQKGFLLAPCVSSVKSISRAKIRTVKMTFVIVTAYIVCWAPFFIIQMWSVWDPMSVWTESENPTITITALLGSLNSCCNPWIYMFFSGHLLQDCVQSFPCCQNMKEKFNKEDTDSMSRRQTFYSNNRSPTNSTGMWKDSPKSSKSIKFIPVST
CHO parental Ca: counter-screen for OX1R antagonists: effect in parental CHO cells | parental CHO-K1, ATP-induced calcium, Fluo-8 fluorescence | inhibition, % at 5.6 µM | hit rate 0.63% among 330,000;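 active = inhibition above that plate's mean sample inhibition plus 3 SD, cut at about 26% in these data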;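 note: 0% = ATP-challenged DMSO wells and 100% = DMSO wells without ATP; some compounds past the cut are filed as inactive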
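material = parental CHO cells | also added = ATP as calcium-mobilizing challenge | dosing = single point at 5.6 µM | detection = intracellular calcium via Fluo-8 no-wash fluorescent dye | read-out = % inhibition | benchmarks = low control ATP plus DMSO, high control DMSO only | repeats = one well per compound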
M1 ag parental: M1 agonist counterscreen hit in parental CHO-K1 cells. activation, % at 3 µM. Fluo-8 calcium fluorescence; scaled to maximal ATP response, vehicle zero. hit rate 0.48% among 360,000; in the data active = activation above about 15%;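 note: untransfected CHO-K1 host cells lacking M1 receptor as counterscreen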
CHO-K1 Ca PAM: counter-screen for M1 PAMs: effect in parental CHO-K1 cells; ATP EC20, Fluo-8 calcium fluorescence; 0% at ATP EC20, 100% at ATP max; activation, % at 3 µM; hit rate 0.02% among 360,000; AID 602247;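 active = activation above the run cutoff, the mean activation of all test compounds plus 3 SD, cut at about 40% in these data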;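 note: peak over basal fluorescence ratio in a 140 s read after ATP addition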
Active calls of the source: *; nt = no result given.

SMILES	TAAR1 antag	M1 ag	CHO-K1 Ca antag	OXTR potentiate	TAAR1 agonist	V1aR counter	CHO parental Ca	M1 ag parental	CHO-K1 Ca PAM
COc1ccc(NC2CCCN(C(=O)c3ccc(C(C)=O)cc3)C2)cc1 (configuration not stated)	-12	-1	-1	nt	1	nt	nt	0.8	-3
Cc1ccc(NC(=O)/C(=C/c2ccc([N+](=O)[O-])cc2)NC(=O)c2ccccc2)cc1	-29	0	-6	-1	1	-0.5	3	1.7	11
COc1ccc(-c2oc(=O)c3cc(OC)c(OC)cc3c2/C=C/c2ccc([N+](=O)[O-])cc2)cc1	9	-2	-11	5	6	1.2	-3	0.6	3
COc1ccc(-c2cc(C(=O)Nc3ccc(Br)cc3)no2)cc1	6	-2	-15	-8	-1	-0.4	4	1.0	2
COc1ccc(/C=C(\NC(=O)c2ccco2)C(=O)NC(Cc2ccccc2)C(=O)O)cc1 (configuration not stated)	-15	-3	-5	1	-2	-0.9	-12	0.1	12
C=CCN1C(=O)C(CC(=O)Nc2ccccc2)S/C1=N/c1nccs1 (configuration not stated)	33	-3	-9	-14	13	2.8	-9	2.0	17
COc1ccc(C(=O)O/N=C(\N)c2ccc(Br)cc2)cc1	-11	4	13	-10	3	0.7	-5	0.0	-7
Cc1ccsc1/C=N/NC(=O)CNC(=O)c1ccccc1	0	5	-5	-5	1	1.0	-6	0.5	-7
CC(=O)N1CCN(c2ccc(NC(=O)c3ccccc3C)cc2)CC1	-8	0	6	-2	2	0.7	0	0.7	-8
COc1ccc([C@H]2CC(=O)C=C(c3cccc(Cl)c3)C2)cc1OC	47	-4	-17	-2	6	-0.4	-8	2.9	2
NC(=O)Cn1nnc(-c2ccc(NC(=O)c3ccc(F)cc3)cc2)n1	5	-6	-9	-4	4	0.3	3	0.6	9
COc1cccc(CN2CC(C(=O)NCCC3=CCCCC3)CCC2=O)c1 (configuration not stated)	-9	-1	7	-4	2	-0.3	-25	0.3	-11
CC1CC(=O)Nc2ccccc2N1S(=O)(=O)c1ccc(C(F)(F)F)cc1 (configuration not stated)	-13	-2	6	-4	2	0.6	-2	0.0	-6
COc1cc(C2/C(=C(\O)c3ccc4c(c3)CC(C)O4)C(=O)C(=O)N2CCCn2ccnc2)cc(OC)c1OC (configuration not stated)	-22	-3	-6	2	1	0.5	-10	-0.3	-6
COc1ccc(CNC(=O)COC(=O)CCn2c(C)csc2=O)cc1OC	-7	-4	17	-1	1	0.0	-7	-0.3	-27
Cc1ccc(NC(=O)COc2coc(CN3CCc4ccccc43)cc2=O)c(C)c1	-24	-4	-4	-1	1	-1.1	-14	0.5	14
O=C(COC(=O)/C=C/c1cccc([N+](=O)[O-])c1)Nc1cccnc1Cl	-1	-2	-3	2	1	5.7	-9	2.9	12
O=C(N/C(=C/c1ccc(Br)cc1)C(=O)N1CCCC1)c1cccs1	-12	-3	-2	-6	14	0.4	0	0.5	19
Cc1ccc(CN2CC(C(=O)NC3CCCC(C)C3C)CC2=O)cc1 (configuration not stated)	-24	-2	-2	-1	5	-0.4	-27	0.1	-17
COc1ccc(CN2CCC(C)CC2)cc1OCc1ccccc1	-20	-8	-18	nt	3	nt	nt	1.4	28
COc1ccc(N2CCN(C(=O)[C@H](C)NC(=O)c3ccccc3Cl)CC2)cc1	-18	2	5	-2	9	0.3	-6	-0.6	20
CCCNC(=O)c1ccc(Cn2cc(C(F)(F)F)ccc2=O)cc1	-8	-7	-1	-6	5	0.7	-5	1.4	12
CCOC(=O)c1c(CN2CCCCC2C)oc2ccc(OC)cc12 (configuration not stated)	-12	-6	-11	-3	21	-0.6	-22	1.0	25
CC(C)CC(C(=O)NCc1ccccn1)N1C(=O)c2ccccc2C1=O (configuration not stated)	6	-7	-4	-8	8	0.2	-9	0.7	19
Cc1nc(N2CCN(C(=O)c3ccco3)CC2)nc2c1C(=O)CCC2	-17	-1	-6	-7	1	1.1	2	2.7	1
Cc1cccc(NC(=O)CSc2nc3ccccc3nc2N2CCCC2)c1C	4	-4	5	-3	0	0.6	-12	0.4	12
Fc1ccc(N=C2NN=C(c3cc(F)ccc3F)CS2)cc1	13	-5	4	0	0	-0.2	-4	3.7	6
COc1cc2c(cc1OC)C(c1ccccc1O)N(C1CC(=O)N(c3ccccc3)C1=O)CC2 (configuration not stated)	-13	-4	-3	1	5	-0.7	-2	0.8	13
CC(C)Cc1cc(C(=O)NCCN2CCOCC2)no1	8	-3	-8	-2	1	0.7	-12	0.5	-2
CCNC(=O)C/C(C)=N/NC(=O)C12CC3CC(CC(C3)C1)C2	-8	-1	24*	-20	1	0.9	-26	0.5	-7
COC[C@H]1CCCN1[C@H]1CS(=O)(=O)N[C@@H]1COCc1ccccc1	-15	-9	6	nt	0	nt	nt	0.9	14
CCCOc1ccc(C2Nc3cccc4cccc(c34)N2)cc1	5	-4	-2	-5	-1	-0.7	1	0.3	-12
O=C1NC(Cc2ccc(O)cc2)c2nc3ccc(Br)cc3c(=O)n2-c2ncccc21 (configuration not stated)	8	-4	7	nt	1	nt	nt	0.9	-3
CC1(C)CC(=O)C=C(NC2CCCCCC2)C1	-37	-4	-12	-1	9	-0.1	-11	0.6	24
COc1ccc(S(=O)(=O)NC(C)C(=O)NCc2ccncc2)cc1C (configuration not stated)	-2	-11	-9	-2	2	0.2	-4	-0.8	15
Cc1nc(CNC(=O)C2CCC(=O)N(Cc3cccc(F)c3)C2)sc1C (configuration not stated)	-9	0	-1	-11	0	-1.1	-10	0.0	-26
CCc1ccccc1NC(=O)COc1ccc(C(=S)N2CCCC2)cc1	9	1	-15	0	4	-0.1	-15	2.0	18
CCOc1ccc(CCNC(=O)c2ccc(=O)[nH]c2)cc1OCC	-12	-2	-15	-4	1	0.6	4	0.9	17
COc1ccc(-c2ccnc3c(C#N)cnn23)cc1	0	-3	11	-5	4	-1.6	-7	-0.1	-11
O=C1c2cccc3cc(Br)cc(c23)C(=O)N1Nc1ccc(Br)cc1	-11	-6	-7	-3	1	-0.4	0	1.7	20

Reformatted in CSV form: 5 of the compounds above.
Structure,TAAR1 antag,M1 ag,CHO-K1 Ca antag,OXTR potentiate,TAAR1 agonist,V1aR counter,CHO parental Ca,M1 ag parental,CHO-K1 Ca PAM
COC[C@H]1CCCN1[C@H]1CS(=O)(=O)N[C@@H]1COCc1ccccc1,-15,-9,6,nt,0,nt,nt,0.9,14
CCCOc1ccc(C2Nc3cccc4cccc(c34)N2)cc1,5,-4,-2,-5,-1,-0.7,1,0.3,-12
O=C1NC(Cc2ccc(O)cc2)c2nc3ccc(Br)cc3c(=O)n2-c2ncccc21 (configuration not stated),8,-4,7,nt,1,nt,nt,0.9,-3
CC1(C)CC(=O)C=C(NC2CCCCCC2)C1,-37,-4,-12,-1,9,-0.1,-11,0.6,24
COc1ccc(S(=O)(=O)NC(C)C(=O)NCc2ccncc2)cc1C (configuration not stated),-2,-11,-9,-2,2,0.2,-4,-0.8,15

(next part)
SMILES	TAAR1 antag	M1 ag	CHO-K1 Ca antag	OXTR potentiate	TAAR1 agonist	V1aR counter	CHO parental Ca	M1 ag parental	CHO-K1 Ca PAM
Cn1c(=O)oc2cc(S(=O)(=O)NCc3ccc(F)cc3)ccc21	4	0	-3	-7	2	1.3	-1	2.4	3
CSc1nc(N)nc2c1ncn2CC(=O)NCCNc1ccc([N+](=O)[O-])cn1	-21	-5	-21	4	1	0.7	-12	1.3	17
CCN1CCN(C(=S)Nc2cccc(C(F)(F)F)c2)CC1	10	-8	-16	-7	2	1.7	-3	1.3	22
Cc1ccccc1NC(=O)c1c(-c2ccccc2)noc1C	8	-4	-5	11	11	-1.5	-20	0.3	15
Cc1cc(C)c2c(CC(=O)NN(C)C)coc2c1	-4	-4	-21	-11	3	-0.8	-11	2.2	18
Cc1ccccc1-c1nc2sc(-c3ccccc3)cc2c(=O)o1	15	-3	13	3	7	1.3	-8	0.0	-6
Cc1cc2c(OCC(O)CNCc3ccco3)cccc2[nH]1 (configuration not stated)	2	-3	-3	-4	-1	-0.7	0	0.2	3
COc1ccc(-c2ccc(/C=N/N3C(=O)C4C5C=CC(C6CC56)C4C3=O)o2)c([N+](=O)[O-])c1 (configuration not stated)	56*	-6	-3	-13	17	4.3	-14	4.8	13
CN(C(=O)COC(=O)c1nc(Cl)c(Cl)c(Cl)c1Cl)C1CCS(=O)(=O)C1 (configuration not stated)	-5	-5	-16	nt	2	nt	nt	-0.1	25
N#CC(=C1SC=CS1)c1nc(-c2ccccc2)cs1	-21	0	-5	-11	2	-0.1	-8	-0.2	5
S=C(NNC(=S)Nc1ccc(Cl)cc1)NNc1ccccc1	1	-3	-5	nt	3	nt	nt	0.2	7
COc1ccc(C(=O)NCCN=C2NS(=O)(=O)c3ccccc32)cc1	-5	0	-5	2	-1	1.3	-5	-0.1	-18
O=C(NCc1ccccc1)c1ccc(F)c(F)c1	21	-1	-6	-6	1	0.5	5	-0.2	0
COC(=O)c1ccc2nc(-c3ccccc3)c(Cc3ccccc3C(F)(F)F)n2c1	-23	nt	-12	nt	-1	nt	nt	0.3	7
CC(C)NC(=O)CCc1nc2cccnc2n1-c1ccccc1	-26	-5	-9	-2	1	-0.6	-16	1.1	-2
CC(=O)c1cccc(NC(=S)NC(=O)C(C)C)c1	-17	-3	-8	-9	0	-0.9	-8	0.1	1
Cc1cc(NC(=S)NC(=O)CC(C)C)ccc1Br	-14	-7	14	-11	19	-0.9	-3	0.0	-15
CCN(CC)C(=O)/C(=C\c1ccncc1)NC(=O)c1ccccc1	-7	-5	0	-2	6	-0.5	-3	0.1	-9
N#CC1CCN(c2ncccc2[N+](=O)[O-])CC1	18	-5	-9	-4	0	0.7	-33	0.4	10
CC1CCCCN1S(=O)(=O)c1ccc(C(=O)Nc2nnc(C3CC3)o2)cc1 (configuration not stated)	-16	-1	15	3	2	-0.3	-13	0.3	-10
NC(=O)CC(NC(=O)Cc1cccc2ccccc12)c1ccc(N2CCN(c3ccccn3)CC2)c([N+](=O)[O-])c1 (configuration not stated)	4	-6	2	3	12	0.5	-26	-0.1	3
O=C(O)c1cccnc1SCC(=O)N1CCCCCC1	1	3	-6	-3	21	0.6	8	-0.3	6
COc1ccc(CC(=O)OC(C)CN2CCCC2)cc1 (configuration not stated)	9	-3	11	-5	3	1.3	2	-0.6	-1
COCCN(CCOC)S(=O)(=O)c1ccc(C(=O)Nc2sc3c(c2C(N)=O)CCCCC3)cc1	-10	-2	-11	0	1	2.6	-7	1.2	19
